Screening results from PubChem.
OX1R antag-1 – antagonists of human orexin 1 receptor (OX1R); Orexin/Hypocretin receptor type 1 (Homo sapiens), O43613; OX1R-expressing cells, FRET antagonist read-out; inhibition, % at 6.6 µM; 330,000 compounds, 1.8% hits; AID 485270, 2010; in the data active means inhibition mostly above about 38%, no sharp cut-off; inactive means mostly below about 40%;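 further: 0% = agonist challenge alone and 100% = reference antagonist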
Target sequence (O43613 whole entry, looked up): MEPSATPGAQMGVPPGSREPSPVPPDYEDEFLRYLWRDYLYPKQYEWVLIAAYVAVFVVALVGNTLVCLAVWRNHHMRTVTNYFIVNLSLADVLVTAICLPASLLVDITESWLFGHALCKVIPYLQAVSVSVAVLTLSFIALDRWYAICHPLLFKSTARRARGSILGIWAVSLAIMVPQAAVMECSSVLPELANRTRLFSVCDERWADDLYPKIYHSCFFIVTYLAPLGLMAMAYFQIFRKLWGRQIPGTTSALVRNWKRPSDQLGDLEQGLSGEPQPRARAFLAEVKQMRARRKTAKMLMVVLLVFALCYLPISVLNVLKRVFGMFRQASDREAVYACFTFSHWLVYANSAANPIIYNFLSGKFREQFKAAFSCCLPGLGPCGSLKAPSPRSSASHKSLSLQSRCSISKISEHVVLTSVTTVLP
OX1R antag-2 – OX1R (HCRTR1) antagonists, primary screen, fluorescence, CHO/OX1R cells, Fluo-8 calcium, orexin A; Orexin/Hypocretin receptor type 1 (Homo sapiens), O43613; Fluo-8 calcium fluorescence; inhibition, % at 5 µM; 330,000 compounds, 0.43% hits; AID 434989, 2010;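 active means inhibition above its plate's threshold, mean inhibition of all tested compounds on the plate plus 3 SD, cut at about 37% in these data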;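 further: 0% = orexin A challenge wells and 100% = SB-334867-A antagonist wells; not every result past the cut was called active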
Active calls of the source: *; & = joins results of further samples.

Compound | OX1R antag-1 | OX1R antag-2
Cc1ccc(-c2nn(CC(=O)NCCN3CCOCC3)c(=O)c3ccccc23)cc1 | 26 | -8
CCOc1ccc(CCNC(=O)CCCn2c(=O)c3cccn3c3cccnc32)cc1OCC | 56 | -21
COc1ccc(CCC(C)NCc2cccc(Br)c2)cc1 (configuration not stated) | 19 | -16
CC(=O)Nc1ccc(NC(=O)C(C)Sc2nnc(-c3ccc4c(c3)OCO4)o2)cc1 (configuration not stated) | 1 | 1
CC(C)OCCCNC(=O)C(NC(=O)c1ccc(Cl)cc1)C(C)C (configuration not stated) | 18 | -40
O=c1cc(NCc2ccccc2)c2ccccc2o1 | 5 | -11
COC(=O)c1ccccc1NC(=O)C1CCCCC1C(=O)O (configuration not stated) | 3 | -3
CCCc1nn2c(N)c(/C=C3\C=Nc4ccccc43)c(=O)nc2s1 | 54&14 | -8&-6
COc1ccc(OCc2cc(C(=O)NCC3CCCCO3)no2)c(Cl)c1 (configuration not stated) | 1 | 6
O=C(Nc1ccccc1C(=O)N1CCOCC1)C1CCCO1 (configuration not stated) | 0 | -6
CC1CCN(c2ccc3c(c2)S(=O)(=O)c2cccc(C(=O)NC4CC4)c2C3=O)CC1 | 21 | -3
Cc1nc(C)c(C(=O)NCc2ccccc2Cl)o1 | 1 | 3
O=C(Cn1cnc2c(nnn2Cc2ccc(F)cc2)c1=O)N1CCCCC1 | 3 | -2
C/C(CCCO)=N/Nc1ccc([N+](=O)[O-])cc1[N+](=O)[O-] | 44* | 15
CN(C)c1cccc(C(=O)N2CCCC(C(=O)c3cc(F)ccc3F)C2)c1 (configuration not stated) | 6 | -37
Cc1noc(C)c1CSCc1ccc(Cl)cc1 | 1 | -30
O=C(NCC1CCCCC1)c1ccc(Br)o1 | 2 | -5
CN(CCO)c1c2c(nc3cc(-c4cccc(F)c4)nn13)CCCC2 | 30 | -24
CCc1ccccc1NC(=O)NCc1cccnc1 | 18 | 2
CCSc1nnc(-c2cccnc2)n1Cc1ccco1 | 2 | -5
CC(C)OCCCNC(=O)c1cc2c(s1)CS(=O)(=O)C2 | -8 | 0
CS(=O)(=O)Nc1ccc(N2CCN(c3ccc(C(F)(F)F)cn3)CC2)nc1 | 13 | -11
CCOC(=O)N1CCN(C(=O)c2cc(-c3ccc(F)cc3)[nH]c2C)CC1 | 11 | -26
COc1ccc(NC(=O)C2CCCN(S(=O)(=O)c3ccc4c(c3)CCCN4C(C)=O)C2)cc1Cl (configuration not stated) | 0 | -28
O=C(Nc1cccc(NC(=O)c2ccc(Br)cc2)c1)c1ccccc1 | -6 | -27

The closing 4 compounds of the section above lead into the next.
Compound | OX1R antag-1 | OX1R antag-2
CS(=O)(=O)Nc1ccc(N2CCN(c3ccc(C(F)(F)F)cn3)CC2)nc1 | 13 | -11
CCOC(=O)N1CCN(C(=O)c2cc(-c3ccc(F)cc3)[nH]c2C)CC1 | 11 | -26
COc1ccc(NC(=O)C2CCCN(S(=O)(=O)c3ccc4c(c3)CCCN4C(C)=O)C2)cc1Cl (configuration not stated) | 0 | -28
O=C(Nc1cccc(NC(=O)c2ccc(Br)cc2)c1)c1ccccc1 | -6 | -27
CC(C)CC(=O)NNC(=S)NCc1ccco1 | -2 | -5
COC(=O)NC(C)N1C(=O)C2C3C=CC(C3)C2C1=O (configuration not stated) | 4 | -7
Cc1cc(C)cc(NC(=O)NCc2nnc(SCc3ccccc3)n2C)c1 | 14 | -14
CCN(CC)c1cccc(OC2=NS(=O)(=O)c3ccccc32)c1 | 15 | -11
CN(C)CCCOC(=O)COc1ccc(C(C)(C)C)cc1 | 11 | -1
Cc1cccc(-c2nsc(SCC(=O)c3ccc(Cl)cc3)n2)c1 | 13 | -13
Cc1ccc(C)n1-c1ccc(C(=O)Nc2ccccc2F)cc1 | 24 | -18
OC1CCN(C(=S)Nc2ccc(Oc3ccccc3)cc2)CC1 | 11 | 4
Cc1cc(C(=O)NNC(=O)c2sccc2C)c(C)o1 | 9 | -14
CCN(CC)/C(Sc1ccccc1)=C(\C(Cl)=C(Cl)Cl)[N+](=O)[O-] | 10 | -18
Nc1nc2nc(-c3ccccc3)cc(=O)n2[nH]1 | 13 | -23
CCSc1nnc(NC(=O)CSc2nnc(Cc3cccn3C)n2CCc2ccccc2)s1 | 6 | -25
Cn1c(NC(=O)c2ccccc2NC(=O)C(C)(C)C)nc2ccccc21 | 17 | -62
COc1ccc(S(=O)(=O)Nc2ccccc2N2CCOCC2)cc1[N+](=O)[O-] | 27 | -21
CCOC(=O)c1sc2nc(C)cc(C)c2c1N | 14 | -12
CCCC(=O)Nc1ccc(NC(=O)c2ccccc2OC)cn1 | 16 | -12
CCOC(=O)N1CCN(C(=O)CN2C(=O)c3ccccc3S2(=O)=O)CC1 | 13 | -6
Cn1nc(NC(=O)C2CCC2C(=O)O)c2c(F)cccc21 (configuration not stated) | 2 | -18
CCCCN(C(=O)CCSc1ccc(F)cc1)c1c(N)n(Cc2ccccc2)c(=O)[nH]c1=O | 15 | -2
COc1ccc(N2CCN(C(=O)c3cc(=O)c4cc(C)ccc4o3)CC2)cc1 | -10 | -6
CC1=C2C(CCS2(=O)=O)CC2(C1)C(=O)OC(C)(C)OC2=O (configuration not stated) | 2 | 5
Nc1cccnc1Sc1cccc(Cl)c1 | 22 | 1
CC1(NC(=S)NCCCCCCNC(=S)NC2(C)CCS(=O)(=O)C2)CCS(=O)(=O)C1 (configuration not stated) | 14 | -12
CC1CC1C(=O)OCC(=O)Nc1cc(S(=O)(=O)N2CCCCC2)ccc1Cl (configuration not stated) | 1 | -14
O=C(CCNC(=O)Cn1ccc2ccccc2c1=O)NCCC1=CCCCC1 | 19 | -20

(continued)
| Structure | OX1R antag-1 | OX1R antag-2 |
| --- | --- | --- |
| COc1ccccc1OCc1nnc(SCC(=O)Nc2ccc(C)cc2)n1C | 19 | -11 |
| Cn1c(CCN2CCN(c3ccccc3)CC2)nc2cc(NC(=O)c3ccco3)ccc21 | 21 | -38 |
| COc1ccc(NC(=O)Nc2nnc(Cc3ccccc3)s2)cc1 | 1 | -26 |
| COCCSc1nnc(NS(=O)(=O)c2ccc(C)cc2)s1 | 5 | -3 |
| Cc1noc(C)c1NC(=O)Nc1cccc2c1O[C@H](CN(C)S(=O)(=O)c1ccc(F)cc1)[C@@H](C)CN([C@H](C)CO)C2=O | 22 | 13 |
| CC1(C)S/C(=N/N=C/c2cccs2)NC1=O | 9 | -11 |
| Cc1cc(=O)[nH]c(NN=C2CCC(C(C)(C)C)CC2)n1 (configuration not stated) | 22 | -11 |
| O=c1[nH]c(=S)c2ncn(-c3ccccc3)c2[nH]1 | 14 | -10 |
| O=C1c2cccc3c([N+](=O)[O-])ccc(c23)C(=O)N1c1ccccn1 | 68* | 20 |
| CCN(CC)c1nc(SCCOC(=O)Nc2ccccc2)nc(N(CC)CC)n1 | 12 | -13 |
| CCn1nnnc1SCC(=O)N1CCCCC1 | 22 | 2 |
| Cc1c(NC(=S)NC(=O)c2sc3ccccc3c2Cl)cccc1C(=O)O | 4 | -6 |
| COc1ccccc1-c1ccc(NC2CCCC2)nn1 | 28 | -6 |
| O=S(=O)(NCc1cc(-c2ccccc2Cl)no1)c1ccccc1 | 12 | 2 |
| N#C/C(=C\c1ccccc1)C(=O)NCCN1CCOCC1 | 6 | -9 |
| CC(Sc1nncs1)C(=O)NC1CCCCC1C (configuration not stated) | 10 | -2 |
| O=C(CSc1ccc(-c2ccco2)nn1)c1cccc([N+](=O)[O-])c1 | 43 | -8 |
| CN(C)CCNc1cc(-c2ccncc2)nc2ccccc12 | 5 | -23 |
| COc1ccc(NC(=O)N2CCCc3cccc(C)c32)cc1 | 5 | -6 |
| O=C(CCn1cnc2ccccc2c1=O)Nc1ccc(Cl)c(Cl)c1 | -7 | -9 |
| Cc1ccc(OCCNC(=O)c2ccc3c(c2)OCO3)cc1 | 43 | -18 |
| CCC(C)NC(=O)c1ccc(NC(=O)CC2SC(N3CCCCC3)=NC2=O)cc1 (configuration not stated) | 5 | 1 |
| Oc1c(N=NC(=S)Nc2ccccc2F)c2ccccc2n1Cc1ccc(F)cc1 | 12 | -20 |
| Cc1cc(C)c2nc(NC(=O)c3ccc4c(c3)OCO4)sc2c1 | 6 | 9 |
| COc1ccc(CCNC(=O)C2CCN(C(=O)c3ccc(F)cc3)CC2)cc1 | 5 | -17 |

Entries listed above printed as active in OX1R antag-1:
| Structure | OX1R antag-1 | OX1R antag-2 |
| --- | --- | --- |
| C/C(CCCO)=N/Nc1ccc([N+](=O)[O-])cc1[N+](=O)[O-] | 44* | 15 |
| O=C1c2cccc3c([N+](=O)[O-])ccc(c23)C(=O)N1c1ccccn1 | 68* | 20 |

Four entries out of the list, sorted by SMILES length, ascending:
| Structure | OX1R antag-1 | OX1R antag-2 |
| --- | --- | --- |
| COCCSc1nnc(NS(=O)(=O)c2ccc(C)cc2)s1 | 5 | -3 |
| COc1ccc(NC(=O)Nc2nnc(Cc3ccccc3)s2)cc1 | 1 | -26 |
| Cc1cc(=O)[nH]c(NN=C2CCC(C(C)(C)C)CC2)n1 (configuration not stated) | 22 | -11 |
| COc1ccc(CCNC(=O)C2CCN(C(=O)c3ccc(F)cc3)CC2)cc1 | 5 | -17 |

(more compounds)
| Structure | OX1R antag-1 | OX1R antag-2 |
| --- | --- | --- |
| C/C(=N\NC(=O)c1ccccc1Br)c1ccc(N2CCOCC2)cc1 | 23 | -14 |
| COC(=O)c1ccc(COC(=O)CNC(=O)c2ccc(C)s2)cc1 | 11 | -7 |
| Cc1cc(NC(=O)Cn2cnc3c(nnn3-c3cccc(F)c3)c2=O)no1 | 23 | -23 |
| CCCn1c(SCC(=O)NC(C)(C)C)nnc1-c1ccco1 | 0 | -30 |
| O=C(Cc1ccc2c(c1)CCCC2)Nc1ccccc1Br | 25 | -13 |
| O=C(Cc1nc(-c2ccc([N+](=O)[O-])cc2)cs1)Nc1ccccc1 | 11 | 6 |
| CCOCc1nnc(NC(=O)c2cc(OC)c(OC)cc2[N+](=O)[O-])s1 | 12 | -14 |
| Cc1cc(NC(=O)COC(=O)COc2cccc3c2OC(C)(C)C3)no1 | 11 | -19 |
| CCOC(=O)c1ccc(Nc2ccc(-c3ccc(OC)c(OC)c3)nn2)cc1 | 16 | -13 |
| Cc1ccc(C)c(N=Cc2c(O)c3ccccc3oc2=O)c1 | 3 | -13 |
| CSc1nnc(NC(=O)C2CCCCC2)s1 | 7 | -6 |
| Cc1ccc(S(=O)(=O)N2CCN(C(=O)CN3C(=O)c4ccc([N+](=O)[O-])cc4C3=O)CC2)c(C)c1 | 31 | -4 |
| CCCCc1cc(=O)oc2cc(OCC(=O)NC3CCN(Cc4ccccc4)CC3)ccc12 | 25 | -12 |
| CC1(C)Cc2c(C#N)c(N3CCOCC3)nc(-c3ccccc3)c2CO1 | 27 | -40 |
| CCOC(=O)N1CCN(C(=O)C2CCN(S(=O)(=O)N(CC)CC)CC2)CC1 | 4 | -2 |
| COc1ccc(-c2[nH]ncc2CN2CCN(c3ccc(F)cc3)CC2)cc1 | 23 | -3 |
| O=S(=O)(c1ccc(Br)cc1)c1nc(-c2ccccc2)oc1NCc1cccnc1 | 23 | -11 |
| O=C(NC(=S)Nc1cc([N+](=O)[O-])ccc1O)c1ccc2c(c1)OCO2 | 40 | -17 |
| Cc1cc(C)n(C(CC(=O)N2CCc3ccccc3C2)C(=O)O)n1 (configuration not stated) | 4 | 2 |
| COc1ccccc1N(CC(=O)NC1CCCCC1)C(=O)CCC(=O)Nc1nccs1 | 17 | -26 |
| Cc1ccc(C(=O)Nc2ccc(Cl)cn2)cc1S(=O)(=O)N1CCOCC1 | 35 | -17 |
| Cc1cc(C(=O)OCC(=O)N2CCc3ccccc32)c(C)o1 | 19 | -19 |
| O=C(CN1C(=O)NC(c2ccccc2)(c2ccccc2)C1=O)Nc1cccnc1Cl | 13 | -21 |
| COc1ccc(-c2nnc(SCC(=O)N3CCOCC3)o2)cc1OC | 2 | -16 |
| COc1ccc(OC)c(/C=N/N=C2\SCC(=O)N2Cc2ccco2)c1 | 40 | -16 |
| CCOC(=O)C/C(C)=N/NC(=O)CNc1cccc(Cl)c1C | 22 | -13 |

Some of the entries above, set out differently:
Values run as follows: OX1R antag-1 | OX1R antag-2
- COc1ccc(-c2[nH]ncc2CN2CCN(c3ccc(F)cc3)CC2)cc1
 : 23 | -3
- Cc1cc(NC(=O)Cn2cnc3c(nnn3-c3cccc(F)c3)c2=O)no1
 : 23 | -23
- O=C(Cc1nc(-c2ccc([N+](=O)[O-])cc2)cs1)Nc1ccccc1
 : 11 | 6
- CCCn1c(SCC(=O)NC(C)(C)C)nnc1-c1ccco1
 : 0 | -30
- Cc1cc(NC(=O)COC(=O)COc2cccc3c2OC(C)(C)C3)no1
 : 11 | -19
